IL-2 act: activators of IL-2; IL-2 activation reporter assay, cell-based qHTS; stimulated with anti-CD3/CD4/CD28 beads; in transgenic mouse T cells; activation, % (series mostly up to about 46 µM); 360,000 tested, 0.065% active; AID 652025; in the data active = activation above about 50%; inconclusive = mostly about 30% to 49%; note: 0% is about no effect
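Using fluorescent plate cytometry, EGFP and DsRed are detected in transgenic mouse T cells stimulated 18 h at 37 degrees C with antibody-coated beads after 60 min compound pretreatment.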
ATXN viability: viability counter-screen for ATXN expression inhibitors | Potency, µM (top dose mostly 56.7 µM), usual class: cytotoxic | S2 cells (HEK-293 line with an ATXN2-luciferase reporter) viability, CellTiter-Fluor protease fluorescence, 24 h | 400,000 tested, 0.49% active; note: potency is the fitted concentration of half-maximal effect; nearly all actives have a fitted effect of over 40% in size
EPAC2 ag: activates human EPAC2 exchange factor; Q8WZA2; Potency, µM (series often up to 154 µM), for inactives: at the top dose activation, most hits filed as activators; EPAC2 activation, biochemical qHTS; response scale: 100% = 6.5 mM cAMP response; 360,000 tested, 0.079% active; AID 720711; note: potency is the fitted concentration of half-maximal effect; nearly all actives have a fitted effect of over 50% in size
Target sequence (Q8WZA2 whole entry, looked up): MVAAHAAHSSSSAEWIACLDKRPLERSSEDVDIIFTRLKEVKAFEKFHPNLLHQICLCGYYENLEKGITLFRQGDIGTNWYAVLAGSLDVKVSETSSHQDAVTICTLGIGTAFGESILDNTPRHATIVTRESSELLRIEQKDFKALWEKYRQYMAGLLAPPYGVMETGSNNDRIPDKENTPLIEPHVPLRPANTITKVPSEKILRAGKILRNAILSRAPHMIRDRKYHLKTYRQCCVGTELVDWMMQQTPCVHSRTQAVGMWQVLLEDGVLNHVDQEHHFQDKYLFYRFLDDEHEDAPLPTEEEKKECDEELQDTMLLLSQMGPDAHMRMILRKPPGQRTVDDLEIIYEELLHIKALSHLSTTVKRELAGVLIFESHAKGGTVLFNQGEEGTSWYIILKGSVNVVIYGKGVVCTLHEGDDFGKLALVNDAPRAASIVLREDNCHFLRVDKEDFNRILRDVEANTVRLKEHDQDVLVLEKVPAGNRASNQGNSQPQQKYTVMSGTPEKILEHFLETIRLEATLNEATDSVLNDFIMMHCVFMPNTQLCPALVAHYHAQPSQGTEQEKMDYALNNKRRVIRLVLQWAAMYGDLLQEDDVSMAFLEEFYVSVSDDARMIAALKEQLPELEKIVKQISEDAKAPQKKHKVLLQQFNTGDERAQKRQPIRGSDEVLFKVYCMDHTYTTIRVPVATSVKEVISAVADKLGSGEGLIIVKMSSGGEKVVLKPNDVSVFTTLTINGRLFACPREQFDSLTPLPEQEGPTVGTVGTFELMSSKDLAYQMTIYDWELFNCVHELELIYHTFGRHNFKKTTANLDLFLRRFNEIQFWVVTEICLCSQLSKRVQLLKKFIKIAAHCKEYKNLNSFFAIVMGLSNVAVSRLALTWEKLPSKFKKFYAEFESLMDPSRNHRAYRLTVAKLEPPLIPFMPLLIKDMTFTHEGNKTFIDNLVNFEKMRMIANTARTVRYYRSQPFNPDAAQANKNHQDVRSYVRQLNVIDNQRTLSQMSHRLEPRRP
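Compounds were added across a concentration range to EPAC2 (100 nM), RAP1B-BODIPY-GDP (250 nM) and GDP (50 uM). After 5 min at room temperature, fluorescence was recorded at 5-min intervals for 30 min.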
Nrf2 block: blocks Nrf2 signaling. 360,000 tested, 2.1% active. Potency, µM (titrated, usually from 46 µM), inactives show at the top dose activity change, negative = inhibition, most hits filed as inhibitors. AID 504444. A549 ARE-Fluc reporter, luciferase luminescence, 18-24 h; note: potency is the fitted concentration of half-maximal effect; % is set by controls: 0 for no effect and ±100 for the full control effect; nearly all actives have a fitted effect of over 60% in size
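Nrf2 function is reported as luminescence of an ARE-controlled luciferase in A549 cells. Compounds were tested at several concentrations, and a CellTiter-Fluor read on the same wells flagged cytotoxicity.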
TGFb SMAD3 inh: TGF-b pathway inhibition; Potency, µM (highest dose often 46.1 µM), inactives show at the top dose activity, negative = inhibition, hits mostly inhibitors; AID 588855; 410,000 tested, 1.2% active; HepG2 CAGA-GFP TGF-b/SMAD3 reporter, GFP fluorescence, 18 h; TGF-beta stimulated, 500 pg/mL final; note: potency is the fitted concentration of half-maximal effect; % is set by controls: 0 for no effect and ±100 for the full control effect; nearly all actives have a fitted effect of over 65% in size
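GFP signal (ex488/em500-530) from TGF-beta-stimulated HEPG2 CAGA-GFP cells, 500 pg/mL final, 18 h at 37 degrees C in DMEM plus 1% FBS, normalized to unstimulated and DMSO-stimulated controls.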
A549 viability: kills or reduces viability of A549 cells in Nrf2 counter-screen; Potency, µM (doses to about 46 µM), inactives show at the top dose activity change, negative = cytotoxicity, hits mostly inhibitors; 390,000 tested, 0.16% active; AID 504648; A549 ARE-Fluc cells, CellTiter-Fluor viability, 18-24 h; note: potency is the fitted concentration of half-maximal effect; % is set by controls: 0 for no effect and ±100 for the full control effect
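Cytotoxicity counterscreen: CellTiter-Fluor fluorescence was measured in A549 ARE_Fluc cells after 18-24 h of compound exposure in a concentration series. The subsequent BugLite luminescent read reports ARE-luciferase activity.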
Nrf2 ARE act: activators of Nrf2 (ARE) signaling; AREc32 ARE-luciferase reporter (MCF7-derived line), luminescence, 24 h; Potency, µM (series often up to 46.1 µM), without a hit: top-dose activation, actives largely listed as activators; 410,000 tested, 0.31% active; note: potency is the fitted concentration of half-maximal effect; % of control where 0% means no effect; nearly all actives have a fitted effect of over 65% in size
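Each well held 1000 AREc32 cells, which were incubated with compound for 24 hr at 37 deg C after overnight attachment, and ARE reporter activity was quantified by firefly luciferase luminescence.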
ATXN2 expr inh: inhibitors of ATXN2 expression | 360,000 tested, 0.72% active | AID 1745845 | HEK-293 ATXN2-luciferase reporter, luminescence, 24 h | Potency, µM (highest dose often 57 µM), for inactives: top-dose activity change, negative = inhibition, most hits filed as inhibitors; note: potency is the fitted concentration of half-maximal effect; % is set by controls: 0 for no effect and ±100 for the full control effect; nearly all actives have a fitted effect of over 55% in size
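qHTS (up to 57 uM final) was run with 24 h compound exposure of reporter cells at 37 °C. Each well was multiplexed: SteadyGlo luminescence measured ATXN2-luciferase expression after a fluorogenic Gly-Phe-AFC viability readout (25 uM final).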
HepG2 viability: counter-screen for TGF-b inhibitors: cytotoxicity in HepG2 cells | Potency, µM (titrated, usually from 46.1 µM), for inactives: top-dose activity change, negative = cytotoxicity, hits mostly cytotoxic | 410,000 tested, 0.76% active | HepG2 CAGA-GFP viability, ATP luminescence, 18 h; note: potency is the fitted concentration of half-maximal effect; some results filed as inactive show a strong effect at the top dose
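HepG2 CAGA-GFP cells (1000/well, DMEM with 1% FBS) received compound, then TGF-beta at 500 pg/mL final, and were incubated 18 hours at 37 degrees C. Viability was read by CellTiter-Glo luminescence. Media-only wells were set as complete cell-killing and DMSO as no toxicity.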
* = called active by the depositor; i = inactive; u = inconclusive; x = not tested or not shown; [ ] = another dose, or the depositor's remark. Unless noted, calls come from the whole dose curve; as a rule, active = well fitted curve in the direction sought with a large enough effect; inconclusive = small, poorly fitted or top-dose-only effect, or another doubt; inactive = no such curve, though single readings can be large; an effect the other way counts as inactive or inconclusive.

SMILES | IL-2 act | ATXN viability | EPAC2 ag | Nrf2 block | TGFb SMAD3 inh | A549 viability | Nrf2 ARE act | ATXN2 expr inh | HepG2 viability
C/C(=N\NC(=O)c1ccccc1)c1ccc(NC(=O)c2cccs2)cc1 | 0.4 | i | 0% | 10% | -2% | -6% | 2.9% | 3% | 4%
C/C(=N\NC(=O)c1cccc(S(=O)(=O)N2CCCC2)c1)c1ccc(C)cc1 | -4.2 | i | -2% | u | -3% | -7% | 0.5% | -8% | -11%
COCCNC(=O)C(=O)NNS(=O)(=O)c1ccc(Cl)cc1 | 0.9 | i | -4% | 2% | -18% | -4% | 0.0% | 8% | -12%
CC1CN(C(=O)[C@@H]2CCCN2S(=O)(=O)c2ccc(Cl)cc2)CC(C)O1 (stereo not given in full) | 0.3 | i | 7% | 10% | -1% | -5% | 4.2% | 1% | 3%
COc1ccc(S(=O)(=O)Cc2ccc(C(=O)N3CC(C)CC(C)C3)o2)cc1 (stereo not given) | -3.2 | i | -4% | -5% | u | 1% | 2.9% | -4% | 0%
O=C(Nc1nc2ccc3ccccc3c2s1)c1ccc(N2CCCCC2)c([N+](=O)[O-])c1 | -2.0 | i | 5% | 7% | 4% | 4% | -0.1% | -3% | 2%
Fc1cccc(Cl)c1CSc1nnc(COc2cccc3cccnc23)o1 | 0.1 | u | 14% | -10% | -11% | -3% | -0.9% | -11% | -15%
N#Cc1cnn(Cc2ccc(Cl)cc2)c1N | -1.8 | i | -3% | x | -7% | 12% | -0.5% | 13% | 13%
O=C(O)c1ccc(CNCc2ccccc2Cl)s1 | x | i | x | 5% | 10% | 7% | -0.4% | 10% | -2%
c1ccc(N=c2nc(-c3ccccc3)n(-c3ccccc3)s2)cc1 | x | x | x | u | 2.8µM* | -16% | x | x | -84%
CCOC(=O)N1CCN(c2nnnn2-c2ccccc2)CC1 | 0.3 | i | 11% | x | 22% | -1% | -0.2% | -3% | -2%
CN(C(=O)c1ccc(NC(=O)Cc2ccc(NC(=O)C3CCCN(C(=O)c4ccccc4)C3)cc2)cc1)C1CC1 (stereo not given) | 0.0 | i | 3% | 0% | 0% | 2% | 1.2% | 11% | -2%
CC(C)C(=O)N(c1ccc2oc(=O)sc2c1)S(=O)(=O)c1cccs1 | -0.5 | i | 11% | x | u | -9% | 10% | -25% | -19%
CN(C)C(=O)COc1ccc(Br)cc1 | 0.5 | i | 5% | 5% | -1% | -2% | -0.1% | -9% | -4%
CC1=NN(c2ccc([N+](=O)[O-])cc2)C(=O)C1 | -0.6 | i | -3% | u | u | u | 2.7% | -9% | -20%
O=C(CSc1nc2ncc(Cl)cc2[nH]1)N1CCOCC1 | 0.1 | i | -1% | 6% | 2% | -2% | 0.3% | 4% | -2%
Cc1ccc(C(=O)O)cc1NC(=O)c1ccc(Cn2nc(C)c(Cl)c2C)o1 | 1.5 | i | 4% | u | -2% | 5% | 2.7% | -14% | 0%
COC(=O)c1ccccc1NC(=O)CSc1ncccn1 | 0.6 | i | -1% | -6% | 0% | 0% | 3.0% | 41%[activator] | 35%
COc1ccccc1/C=C/C=c1\sc2nc(=O)c(Cc3ccccc3)nn2c1=O | -0.3 | i | u | -14% | 16% | -3% | -0.6% | -9% | -34%
CC(=O)OCC(=O)NCc1ccc2c(c1)OCO2 | -0.8 | i | -27%[15.6 µM] | -1% | 14% | -2% | -0.1% | -5% | 14%
COc1ccc(-c2nnn(Cc3nc(N)nc(N4CCOCC4)n3)n2)cc1OC | 0.1 | i | 0% | -6% | 10% | -1% | -0.1% | -1% | 5%
CCOC(=O)N1CCC(NC(=O)c2cnc3n(c2=O)CCS3)CC1 | -0.3 | i | 15% | -2% | -1% | 9% | 0.2% | 13% | -33%
CC(Oc1ccccc1)C(=O)Nc1ccc(S(=O)(=O)N2CCCC2)cc1 (stereo not given) | 0.9 | i | 4% | -11% | -4% | -2% | -0.6% | -13% | -1%
CCOCCCNC(=O)C(NC(=O)CC1NC(=O)NC1=O)c1ccc(Cl)cc1 (stereo not given) | -1.7 | i | -1% | 18% | -6% | 5% | -0.9% | -5% | -3%
CN(C)S(=O)(=O)c1ccc2c(c1)c(=O)c(C(=O)N1CCOCC1)cn2C | -4.4 | i | 5% | 12% | -1% | 4% | -0.8% | 3% | -2%

One compound at a time, from the list above. Order of values: IL-2 act | ATXN viability | EPAC2 ag | Nrf2 block | TGFb SMAD3 inh | A549 viability | Nrf2 ARE act | ATXN2 expr inh | HepG2 viability
Entry for CC(=O)OCC(=O)NCc1ccc2c(c1)OCO2 = -0.8 | i | -27%[15.6 µM] | -1% | 14% | -2% | -0.1% | -5% | 14%
Entry for CCOC(=O)N1CCC(NC(=O)c2cnc3n(c2=O)CCS3)CC1 = -0.3 | i | 15% | -2% | -1% | 9% | 0.2% | 13% | -33%
Entry for CC(Oc1ccccc1)C(=O)Nc1ccc(S(=O)(=O)N2CCCC2)cc1 (stereo not given) = 0.9 | i | 4% | -11% | -4% | -2% | -0.6% | -13% | -1%
Entry for CN(C)S(=O)(=O)c1ccc2c(c1)c(=O)c(C(=O)N1CCOCC1)cn2C = -4.4 | i | 5% | 12% | -1% | 4% | -0.8% | 3% | -2%

The results go on:
SMILES | IL-2 act | ATXN viability | EPAC2 ag | Nrf2 block | TGFb SMAD3 inh | A549 viability | Nrf2 ARE act | ATXN2 expr inh | HepG2 viability
CC(C(=O)Nc1ccc(S(=O)(=O)N2CCCC2)cc1)N(C)CC(=O)Nc1cccc(F)c1 (stereo not given) | -0.6 | i | 16% | -18% | -8% | 0% | -0.4% | -20% | -16%
CCCN(CC(=O)Nc1ccccc1C)C(=O)c1ccc(C2SCCS2)cc1 | -4.1 | i | 5% | -29% | 0% | -2% | 0.6% | -14% | -3%
Cc1cccn2c(=O)nc(SCC(=O)Nc3ccc4c(c3)OCCO4)nc12 | -1.3 | i | 6% | u | 0% | 3% | 2.6% | -12% | -6%
Brc1cnc2nc(SC/C=C/c3ccccc3)[nH]c2c1 | -0.9 | i | 12% | 2% | 37%[activator] | 2% | 2.2% | -27% | 1%
O=C(Nc1ccc(C(=O)OCc2cc(=O)n3nc(C4CC4)sc3n2)cc1)c1cccc(Cl)c1 | x | i | x | x | 0% | 1% | 0.5% | 6% | 2%
COc1ccc(C2=C(C)C(=O)N(Cc3ccc(C(=O)Nc4ccc(F)cc4C)cc3)S2(=O)=O)cc1 | x | u | x | -16% | u | -9% | -0.1% | -17% | -26%
COc1ccccc1-c1noc(-c2cccnc2)n1 | -2.8 | i | 5% | 12% | -11% | -6% | 4.7% | 20% | -22%
CCOC(=O)c1ccc(N2C(=O)CC(Sc3nnc(C)s3)C2=O)cc1 (stereo not given) | -0.5 | i | 2% | u | -12% | 3% | 1.5% | 1% | 4%
Cc1ccc(C(=O)NC(Cc2c[nH]c3ccccc23)C(=O)O)o1 (stereo not given) | -0.4 | i | 6% | 0% | -4% | -2% | -0.1% | 0% | 3%
Cc1cccn2cc(CCNC(=O)Cc3cccs3)nc12 | -0.2 | i | 4% | -5% | 19% | 0% | -0.9% | 5% | 1%
Nc1cc2c(cc1C(=O)c1ccc(Cl)cc1)OCCO2 | 2.0 | u | 8% | 8% | 23% | -9% | 0.3% | -10% | 3%
CS(=O)(=O)N1CCC(Oc2cccc(C(=O)NCCCC3CCCC3)c2)CC1 | -4.3 | i | 1% | 26µM* | u | -12% | 0.3% | u | -27%
CC(C)n1c(=O)c2ccccc2n1Cc1cn(Cc2cccnc2)nn1 | 0.8 | i | 10% | x | 2% | x | -0.3% | 5% | 4%
Cc1ccc(CNc2cnn(C34CC5CC(CC(C5)C3)C4)c(=O)c2Cl)cc1 | 0.0 | i | -5% | 5% | -2% | 0% | -0.9% | 1% | -14%
COc1ccccc1N1C(=O)CSC1=S | -0.4 | i | 7% | -14% | 10% | 0% | 0.6% | x | -4%
CCN(CC)CCCNC(=O)c1ccc(C)c(NC(=O)C2=C(C)OCCS2)c1 | 1.3 | i | 4% | 0% | 1% | -4% | -0.1% | -3% | 3%
CCn1c(=N)n(CC(=O)c2ccc(OC)cc2)c2ccccc21 | 0.3 | i | 8% | u | 18% | -1% | 4.6% | -7% | -22%
CC(=O)OCCCNc1cc(SCc2ccco2)c2nonc2c1[N+](=O)[O-] | -0.5 | i | -5% | -2% | u | 16µM* | u | -32% | -44%
COc1ccc(C(=O)COC(=O)C(C)N2C(=O)C3C4CCC(C4)C3C2=O)cc1 (stereo not given) | -1.6 | i | 0% | 0% | -1% | -1% | -0.5% | 4% | 6%
Cc1ccc(NC(=O)CN(C)C(=O)C(C)OC(=O)CNC(=O)c2ccc(Cl)c([N+](=O)[O-])c2)cc1 (stereo not given) | -1.7 | i | 7% | -13% | 0% | -8% | 25% | -3% | -22%
CCC(C)NC(=O)[C@@H]1CCCN1C(=O)C1CCN(S(=O)(=O)c2ccc(C)cc2)CC1 (stereo not given in full) | -4.9 | i | 2% | -14% | 0% | 0% | -0.1% | 3% | 0%
COc1ccc(C(=O)NCCc2ccccc2F)cc1OC1CCN(C(C)=O)CC1 | 0.5 | i | 10% | u | 4% | -10% | 0.4% | 6% | 54%
COc1cccc(C2C(=O)N(C3CCCCC3)CC(=O)N2Cc2ccc(F)cc2)c1 (stereo not given) | -3.9 | i | 7% | x | 18% | 3% | -0.2% | -4% | -8%
COc1cc(/C=N/NC(=O)c2cccc([N+](=O)[O-])c2)cc(OC)c1O | -0.5 | u | -1% | -26% | 2% | 0% | 18% | x | -16%
CCN=C(NC#N)SCc1c(F)cccc1Cl | -0.2 | i | 1% | 5% | 8% | -4% | 6.2% | 9% | 7%
COc1cc(OC)cc(-c2sc3ccc(OC)cc3c2C#CCCO)c1 | -0.8 | i | 10% | 7% | -12% | 2% | 17% | -22% | -14%
CNC(=S)NC(CC(=O)OC)c1ccc2c(c1)OCO2 (stereo not given) | 0.5 | i | -7% | 3% | 5% | -2% | -0.3% | 0% | -4%

High-throughput results deposited in PubChem by National Center for Advancing Translational Sciences (NCATS).

The order is random. Share with any hit: about 4.3%.
